Screening results: PubChem, National Center for Advancing Translational Sciences (NCATS)
POLK inh: blocks human DNA polymerase kappa activity; Q9UBT6; purified Pol kappa, fluorescent DNA synthesis assay, 10 min; 400,000 compounds, 0.53% hits; Potency, µM (titrated, usually from 107 µM), for inactives: top-dose activity, negative = inhibition, actives largely listed as inhibitors; further: potency means the concentration at half of the fitted maximal effect; on the % scale 0 is the no-effect control and ±100 the full control effect
Target sequence (Q9UBT6 whole entry, looked up): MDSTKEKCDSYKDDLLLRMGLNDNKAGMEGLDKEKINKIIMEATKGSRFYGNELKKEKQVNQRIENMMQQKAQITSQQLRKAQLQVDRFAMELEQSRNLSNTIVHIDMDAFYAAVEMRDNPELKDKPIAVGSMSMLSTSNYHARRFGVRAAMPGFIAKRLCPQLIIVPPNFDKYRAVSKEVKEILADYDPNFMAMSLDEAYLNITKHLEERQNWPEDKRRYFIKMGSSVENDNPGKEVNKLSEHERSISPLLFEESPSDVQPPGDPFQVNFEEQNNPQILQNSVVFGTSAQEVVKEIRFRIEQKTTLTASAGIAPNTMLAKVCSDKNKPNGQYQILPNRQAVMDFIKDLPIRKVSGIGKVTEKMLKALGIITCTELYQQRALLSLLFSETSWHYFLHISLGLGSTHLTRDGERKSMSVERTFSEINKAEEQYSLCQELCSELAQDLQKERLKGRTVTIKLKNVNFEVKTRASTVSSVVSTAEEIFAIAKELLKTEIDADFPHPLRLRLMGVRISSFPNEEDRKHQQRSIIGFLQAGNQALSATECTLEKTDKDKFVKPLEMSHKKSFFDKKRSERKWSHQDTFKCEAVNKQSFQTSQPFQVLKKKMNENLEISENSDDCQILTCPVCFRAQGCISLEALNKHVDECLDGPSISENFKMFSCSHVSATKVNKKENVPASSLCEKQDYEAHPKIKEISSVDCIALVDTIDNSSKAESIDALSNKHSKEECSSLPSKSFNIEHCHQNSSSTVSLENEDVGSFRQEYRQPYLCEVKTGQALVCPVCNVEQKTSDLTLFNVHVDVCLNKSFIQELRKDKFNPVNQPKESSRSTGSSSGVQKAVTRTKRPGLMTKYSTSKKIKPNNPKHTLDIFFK
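Pol kappa 10 nM + cpd, 15 min RT; start w/ substrate 50 nM final; fluorescence kinetic read, 0 and 10 min. Neg ctrl: buffer, no enzyme.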
BLM inh: blocks DNA unwinding by human BLM helicase; Potency, µM (titrated, usually from 56.1 µM), for inactives: at the top dose activity change, negative = inhibition, hits mostly inhibitors; recombinant BLM DNA unwinding, fluorescence dequenching; P54132; AID 2528; 350,000 compounds, 0.2% hits;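 further: potency means the concentration at half of the fitted maximal effect; plate controls were vehicle for no effect and no enzyme for full effect; nearly all actives have a fitted effect of over 35% in size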
Pol iota inh: inhibitors of human DNA polymerase iota | Pol iota fluorescent replication assay, 10 min | Potency, µM (highest dose often 115 µM), without a hit: at the top dose activity, negative = inhibition, most hits filed as inhibitors | 390,000 compounds, 1% hits; further: potency means the concentration at half of the fitted maximal effect
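Pol iota at 10 nM preincubated 15 min with compounds at room temperature; reaction started with fluorescent substrate, 50 nM final. Fluorescence read kinetically at 0 and 10 min; buffer-only wells as negative control.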
Anesthetic bind: candidate novel general anesthetic via apoferritin binding; Potency, µM (titrated, usually from 77.5 µM), without a hit: at the highest dose activity change, negative = displacement, actives largely listed as inhibitors; apoferritin/1-aminoanthracene competitive binding, fluorescence; AID 485281; 350,000 compounds, 0.074% hits; further: potency means the concentration at half of the fitted maximal effect; on the % scale 0 is the no-effect control and ±100 the full control effect; nearly all actives have a fitted effect of over 20% in size
Target sequence (P02791 2-175 limits assumed): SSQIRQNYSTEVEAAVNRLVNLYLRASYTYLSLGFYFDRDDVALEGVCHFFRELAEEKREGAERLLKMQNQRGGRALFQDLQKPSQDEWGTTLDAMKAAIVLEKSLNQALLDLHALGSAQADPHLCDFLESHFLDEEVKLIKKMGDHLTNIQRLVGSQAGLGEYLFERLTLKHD
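Horse-spleen apoferritin (10 uM) in 50% saturated 1-aminoanthracene in PBS was incubated 10 min at room temperature with compound. Fluorescence (ex 380, em 535 nm) was normalized to free and bound 1-AMA, with concentration-response fitted by a four-parameter Hill equation.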
12-LOX inh: ALOX12 (human) lipoxygenase inhibition; 580,000 compounds, 1.1% hits; purified 12hLO, xylenol orange hydroperoxide absorbance; Potency, µM (highest dose often 108 µM), without a hit: at the top dose activity change, negative = inhibition, actives largely listed as inhibitors; P18054; AID 1671190; further: potency means the concentration at half of the fitted maximal effect; on the % scale 0 is the no-effect control and ±100 the full control effect
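Hydroperoxide product was detected by ferrous iron/xylenol orange as the 573 to 405 nm absorbance ratio. Arachidonic acid at 40 uM (final) was turned over for 30 min at room temperature by 150 nM human 12hLO, pH 7.0 Hepes buffer, after 15 min compound preincubation.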
TRHR ag: agonists of human TRH receptor; 360,000 compounds, 0.18% hits; P34981; AID 493084; activation, % at 2 µM; TRHR cells, calcium flux fluo-8, FDSS agonist mode; in the data active means activation above about 30%; further: 0% is about no effect
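Read-out: compound-evoked intracellular calcium rise in TRHR cells, fluo-8 dye, kinetic FDSS fluorescence at 1 s/cycle following a 10-cycle baseline. Cells cultured overnight before dye loading (30 min–1.5 h, RT).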
APE1 inh: APE1 (human) endonuclease inhibition; recombinant APE1, TAMRA/BHQ-2 abasic DNA cleavage fluorescence; 350,000 compounds, 0.35% hits; Potency, µM (titrated, usually from 65.8 µM), for the others: at the highest dose activity change, negative = inhibition, actives largely listed as inhibitors; P27695;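 further: potency means the concentration at half of the fitted maximal effect; plate controls were vehicle for no effect and reference inhibitor for full effect; nearly all actives have a fitted effect of over 55% in size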
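Quantitative HTS: incision of a TAMRA/BHQ-2 double-stranded substrate bearing a tetrahydrofuran abasic site by 0.75 nM APE1 raises fluorescence. Substrate 50 nM final, added after 15 min compound preincubation at room temperature; progress as third-minus-first kinetic read difference.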
ERG-DNA inh: blocks human ERG Ets domain binding to DNA. 370,000 compounds, 0.028% hits. fluorescence polarization, His-ERG Ets domain / labelled DNA. Potency, µM (doses to about 76.9 µM), inactives show at the top dose FP activity, negative = inhibition, most hits filed as inhibitors. P11308. AID 624246; active means well fitted inhibition curve with a large enough effect in the polarisation, with a control signal flat; inconclusive means small, poorly fitted or top-dose-only effect, or effect the other way, or a change in a side signal; inactive means no such curve, though single readings can be large or run the other way; the % refers to the polarisation;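 further: polarization taken with two DNA probes labelled with fluorescein and Texas red; potency means the concentration at half of the fitted maximal effect; % of control where 0% means no effect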
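His-tagged ERG Ets domain (1 uM in the protein solution; 300mM KCl, 50mM Tris-HCl, 1mM EDTA, 1mM DTT, pH 7.5) received compound, then a probe mix of 5 nM fluorescein-DNA and 100nM Texas-615-DNA. Fluorescence polarization was read for both dyes.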
Pol beta inh: blocks human DNA polymerase beta activity. Pol beta primer extension/strand displacement, fluorescence kinetic. Potency, µM (series often up to 114 µM), for inactives: at the highest dose activity change, negative = inhibition, most hits filed as inhibitors. 340,000 compounds, 1.3% hits. AID 485314; further: potency means the concentration at half of the fitted maximal effect; on the % scale 0 is the no-effect control and ±100 the full control effect
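10 nM enzyme + cpd, 15 min RT; start with substrate 50 nM final; read 0 min and after 10 min RT. Corrected, normalized data; 4-parameter Hill curve fit.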
The depositor's hits bear a star; ? = inconclusive; / = not tested or not shown; & = joins results of further samples; [ ] = another dose, or the depositor's remark. Unless noted, the call rests on the fitted dose curve; in most records, active means well fitted curve in the direction sought with a large enough effect; inconclusive means small, poorly fitted or top-dose-only effect, or another doubt; inactive means no such curve, though single readings can be large; an effect the other way counts as inactive or inconclusive. The list is partial; the hit share may differ from the screen's.

1	CCCCCn1c(=O)c(C(=O)c2ccccc2)nc2ccccc21
2	CC1=C(C(=O)Nc2ccccc2Br)C2(CCC(C)CC2)OC1=O (stereo not drawn)
3	O=S(=O)(/N=C(/Nc1cccc2ccccc12)c1ccccc1)c1ccc(Br)cc1
4	COc1ccccc1N(C(=O)CNC(=O)c1ccco1)C(C(=O)NC1CCCCC1)c1ccncc1 (stereo not drawn)
5	CC(C)c1ccc(C(=O)NCCCN2CCN(CCCNC(=O)c3ccc(C(C)C)cc3)CC2)cc1
6	O=C1CCN=C(Nc2ccc(F)cc2)N1Cc1ccccc1
7	CCOC(=O)CC(NS(=O)(=O)c1ccc(OC)c(OC)c1)c1cccc([N+](=O)[O-])c1 (stereo not drawn)
8	O=[N+]([O-])c1ccc(CNCc2cc(Cl)ccc2O)cc1

screen / no.,1,2,3,4,5,6,7,8
POLK inh,-6%,-6%,-19%,3%,1%,-8%,-10%,-15%
BLM inh,-9%,-2%,-9%,1%,-1%,-4%,6%,/
Pol iota inh,16%,6%,4%,75%[activator],24%,23%,17%,5%
Anesthetic bind,?,-11%,5%,-12%,-4%,-5%,-12%,/
12-LOX inh,0%,-9%,2%,0%,?,?,-9%,?
TRHR ag,0.4,0.0,0.6,0.8,0.3,0.1,-0.2,0.3
APE1 inh,-3%,/,15%,41%,-9%,0%,19%,7%
ERG-DNA inh,9%,-3%,2%,-22%,-2%,4%,2%,-2%
Pol beta inh,25%,13%,-24%,13%,16%,2%,13%,/

9	NC(=O)c1ccsc1NC(=O)COC(=O)[C@@H]1CCCN1C(=O)c1cccs1
10	Cc1ccccc1-n1c(SCC(=O)Nc2ccc(Cl)cc2Cl)nc(O)cc1=O
11	CC(C(=O)NC1CC1)c1ncc(C(F)(F)F)cc1Cl (stereo not drawn)
12	CC(c1ccon1)N(C)C(=O)CCc1nnc(C2(c3ccc(Cl)cc3)CCC2)o1 (stereo not drawn)
13	Cc1cccc(OCC(=O)Nc2ccc(N3CCCC3)cc2)c1C
14	O=c1cc(O)c(-c2ccc(Cl)c(Cl)c2)c(Cl)[nH]1
15	CCn1c(-c2ccsc2)nc2c1c(=O)[nH]c(=O)n2Cc1ccccc1
16	COc1cccc(NC(=O)CN(C)C(C)C(=O)Nc2ccc(S(=O)(=O)N3CCCC3)cc2)c1 (stereo not drawn)

screen / no.,9,10,11,12,13,14,15,16
POLK inh,-24%,-6%,3%,-8%,1%[60.1 µM],-11%,-17%,-9%
BLM inh,/,0%,-10%,-3%,-19%,-1%,-4%,-12%
Pol iota inh,1%,20%,87%[activator],0%,4%,5%,-11%,69%[activator]
Anesthetic bind,/,-2%,-6%,-10%,?,0%,-14%,-16%
12-LOX inh,10%,6.3µM*,0%,-3%,?,?,0%,-8%
TRHR ag,/,0.3,0.0,1.4,-0.2,0.6,-0.7,0.1
APE1 inh,/,/,2%,0%,-1%,2%,-1%,14%
ERG-DNA inh,-6%,1%,-2%,-5%,/,2%,0%,4%
Pol beta inh,/,-4%,-19%,6%,25%,0%,31%,-2%

17	COc1cc(C#N)ccc1OCC(=O)NCCC1=CCCCC1
18	CC(=O)Nc1ccc(N2C(=O)CSC2c2ccc(F)cc2)cc1 (stereo not drawn)
19	N#Cc1ccccc1NC(=O)c1cccc(COc2ccc(Cl)cc2Cl)c1
20	COc1ccc(-c2nn3c(-c4ccccc4)nnc3s2)cc1OC
21	Cc1ccc2c(c1)c(-c1ccccc1)nc1nncn12
22	O=C(C1CCC(=O)N(C2CCCC2)C1)N1CCN(Cc2cccc(Cl)c2)CC1 (stereo not drawn)
23	COC(=O)c1ccsc1NC(=O)CSc1nnnn1Cc1ccccc1
24	CC(C)(C)[C@H]1CCC(=O)N([C@H](CN=[N+]=[N-])Cc2ccccc2)CC1

screen / no.,17,18,19,20,21,22,23,24
POLK inh,-13%,0%,-15%,-5%,-6%,-9%,-22%,-13%&0%
BLM inh,/,1%,0%,3%,5%,-1%,0%,-3%
Pol iota inh,?,-3%,17%,18%,1%,-3%,2%,12%&36%
Anesthetic bind,/,-2%,?,48%[activator],-13%,-8%,-10%,5%
12-LOX inh,4%,5%,-18%,-6%,2%,-1%,10%,6%
TRHR ag,-1.0,0.6,0.3,-0.2,-0.5,-0.7,-0.3,0.3
APE1 inh,17%,2%,5%,2%,-6%,4%,0%,26%
ERG-DNA inh,3%,1%,0%,-8%,22%,-6%,1%,1%
Pol beta inh,/,-23%,1%,-1%,-2%,0%,-21%,5%

One compound at a time (already shown).
N#Cc1ccccc1NC(=O)c1cccc(COc2ccc(Cl)cc2Cl)c1 as listed: POLK inh: -15%; BLM inh: 0%; Pol iota inh: 17%; Anesthetic bind: ?; 12-LOX inh: -18%; TRHR ag: 0.3; APE1 inh: 5%; ERG-DNA inh: 0%; Pol beta inh: 1%
O=C(C1CCC(=O)N(C2CCCC2)C1)N1CCN(Cc2cccc(Cl)c2)CC1 (stereo not drawn) as listed: POLK inh: -9%; BLM inh: -1%; Pol iota inh: -3%; Anesthetic bind: -8%; 12-LOX inh: -1%; TRHR ag: -0.7; APE1 inh: 4%; ERG-DNA inh: -6%; Pol beta inh: 0%

(further entries)
25	O=S(=O)(/N=C(\c1ccc(Cl)cc1)N1CCOCC1)c1ccccc1
26	CC(=O)Nc1nonc1-c1nc2ccccc2n1Cc1ccccc1
27	COc1cc(Cc2nccc3cc(OC)c(OC)cc23)c(NC(C)=O)cc1OC
28	COc1ccccc1NC(=O)CN1CCN(CC(=O)Nc2cc(NC(C)=O)ccc2OC)CC1
29	CC(C)(C)Nc1nc(N2CCCC2)nc(N2CCCC2)n1
30	COc1ccc(C)cc1-n1nnnc1SCC(=O)c1cc(C)n(Cc2ccco2)c1C
31	CCn1c(CN2CCOCC2)nnc1SCC(=O)Nc1cccc(C)c1
32	CCc1cccc(OCC(=O)Nc2ccc(S(=O)(=O)Nc3onc(C)c3C)cc2)c1

screen / no.,25,26,27,28,29,30,31,32
POLK inh,-10%,-19%,-9%,-12%,-14%,1%,-9%,1%
BLM inh,2%,-4%,4%,2%,1%,?,1%,1%
Pol iota inh,112%[activator],-2%,7%,10%,0%,?,14%,6%
Anesthetic bind,-9%,-4%,-1%,-4%,-13%,-16%,-4%,-7%
12-LOX inh,4%,2%,10%,0%,-5%,0%,-1%,-12%
TRHR ag,0.2,0.1,1.2,-0.6,0.1,-0.3,0.3,-0.7
APE1 inh,7%,1%,11%,-1%,-1%,0%,22%,0%
ERG-DNA inh,-1%,-1%,11%,-1%,-6%,-8%,22%,-1%
Pol beta inh,-21%,-3%,4%,14%,9%,0%,30%,34%

33	CCn1c(SCC(=O)Nc2ccccc2)nc2c1c(=O)n(C)c(=O)n2C
34	CCC(C(=O)Nc1cc(OC)ccc1OC)n1c(C)c2cnn(-c3ccccc3)c(=O)c2c1C (stereo not drawn)
35	Cn1ccc2cc(S(=O)(=O)N3CCCC(C(=O)NCc4ccccc4)C3)ccc21 (stereo not drawn)
36	CCN(CC)CC(O)COc1ccccc1C(=O)CCc1ccccc1 (stereo not drawn)
37	COc1ccc(C(=O)COC(=O)c2ccc(-n3cnnn3)cc2)c(OC)c1
38	Cc1nc2sccn2c(=O)c1S(=O)(=O)N1CCN(c2cccc(C(F)(F)F)c2)CC1
39	O=S(=O)(NCCCN1CCOCC1)c1ccc(F)c(Cl)c1
40	CCOc1ccc(CCNC(=O)c2ccc3c(c2)c(C)c(C)n3C)cc1

screen / no.,33,34,35,36,37,38,39,40
POLK inh,-2%,-8%,-4%[60.1 µM],-6%,-9%,-12%,2%,-27%
BLM inh,3%,-2%,0%,19%,/,-8%,/,-9%
Pol iota inh,35%[activator],12%,22%,10%,21%,-20%,15%,5%
Anesthetic bind,-1%,-17%,-9%,-18%,/,-23%,/,2%
12-LOX inh,-8%,-11%,-12%,-9%,-1%,-9%,195%[activator],-13%
TRHR ag,-0.5,-1.9,-0.3,3.2,0.1,0.5,0.6,-0.3
APE1 inh,-4%,/,/,3%,12%,-7%,1%,/
ERG-DNA inh,6%,0%,0%,/,-7%,-4%,4%,-4%
Pol beta inh,2%,-14%,1%,4%,/,-2%,/,-1%

41	CCCNC(=O)C1CCN(S(=O)(=O)c2ccc(-c3nn[nH]n3)cc2)CC1
42	CCOc1ccccc1C(=O)NCC(=O)N(C)Cc1cccnc1
43	CCC(C)(C)c1ccc(OCCCC[n+]2ccc(C)cc2)c(C(C)(C)CC)c1
44	C/C(Cn1cnc([N+](=O)[O-])n1)=N\NC(=O)c1cccnc1
45	CCC(=O)Nc1c(-c2ccc3ccccc3c2)nc2ccccn12

screen / no.,41,42,43,44,45
POLK inh,-2%,-6%,-7%[60.1 µM],-12%,11%
BLM inh,-4%,0%,-4%,-1%,2%
Pol iota inh,-11%,-1%,-2%,24%,15%
Anesthetic bind,1%,5%,?,11%,-4%
12-LOX inh,-8%,-1%,?,0%,14%
TRHR ag,0.3,-0.3,-1.5,0.3,-0.3
APE1 inh,10%,22%,3%,11%,-7%
ERG-DNA inh,/,-8%,23%,-1%,4%
Pol beta inh,25%,-15%,-26%,9%,-1%
